IL1B cytotox – toxic to HUVEC cells under IL-1B stimulation. HUVEC cell count loss, Hoechst imaging, IL-1B stimulated. cell count reduction, % at 2 µM. 94,000 tested, 0.41% active;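 active = cell count reduction more than 3 SD above the screen-wide mean, cut at about 70% in these data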;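 also: normalized per plate to untreated control cells as the no-loss baseline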
LYP inh 2 – LYP (human) phosphatase inhibition. 96,000 tested, 0.21% active. inhibition, % at 2 µM. Q9Y2R2. recombinant LYP catalytic domain, DiFMUP fluorescence;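 active = inhibition at 2 µM at or above a set limit, the screen mean plus 3 SD, cut at about 24% in these data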;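 also: 0% = DMSO with enzyme and 100% = enzyme fully blocked by orthovanadate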
Smad3 FoxH1 inh – blocks human Smad3 binding to FoxH1 peptide; P84022; 88,000 tested, 0.29% active; TR-FRET Smad3/Dy647-FoxH1 peptide binding, europium anti-His; inhibition, % at 25 µM;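 active = compounds that reduce the energy-transfer binding signal between the protein and its labelled peptide by more than half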;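 also: 0% = Smad3 plus labelled peptide maximal FRET and 100% = peptide-only background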
Target sequence (P84022 whole entry, looked up): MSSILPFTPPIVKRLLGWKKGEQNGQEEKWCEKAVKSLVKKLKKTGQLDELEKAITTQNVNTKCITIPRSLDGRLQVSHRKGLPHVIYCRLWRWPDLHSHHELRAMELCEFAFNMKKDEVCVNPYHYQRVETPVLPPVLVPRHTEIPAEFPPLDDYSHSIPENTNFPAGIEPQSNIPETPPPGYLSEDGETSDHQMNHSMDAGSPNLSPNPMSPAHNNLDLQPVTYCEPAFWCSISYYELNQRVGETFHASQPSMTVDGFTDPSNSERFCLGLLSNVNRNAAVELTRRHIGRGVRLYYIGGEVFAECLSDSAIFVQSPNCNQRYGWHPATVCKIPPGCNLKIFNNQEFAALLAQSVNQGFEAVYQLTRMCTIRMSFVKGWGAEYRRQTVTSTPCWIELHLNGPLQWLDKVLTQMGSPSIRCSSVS
MT1-MMP txn act – activates MT1-MMP transcription; HT1080 MT1-MMP promoter luciferase reporter, luminescence, overnight; stronger effect = higher value; activation factor at 10 µM; 86,000 tested, 0.16% active; AID 750;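 active = activation factor of at least 2 for MT1-MMP transcription at 10 µM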
Candida biofilm – kills Candida albicans biofilms; C. albicans biofilm + clotrimazole, Alamar Blue; inhibition, % at 6 µM; 85,000 tested, 0.14% active; AID 834;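 active = inhibition above 20%; inactive = inhibition below 20%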;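 also: preformed 24 hr biofilms exposed to compound for 48 hr; 0% = biofilm without compound and 100% = blank killed by clotrimazole plus chlorhexidine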
* marks the source's active call; other numbers are inactive results; x = not tested or not shown; [ ] = dose if it differs, or a comment.

SMILES	IL1B cytotox	LYP inh 2	Smad3 FoxH1 inh	MT1-MMP txn act	Candida biofilm
COC(=O)c1c(N)n(-c2ccc(N3CCOCC3)cc2)c2nc3ccccc3nc12	x	x	12	1.1	x
Cc1ccc(S(=O)(=O)C(C#N)c2nc3ccccc3nc2N2CCCCC2)cc1 (centres undefined)	x	x	-11	x	4
CCOCC(=O)NCc1ccc2c(c1)cc(C)n2C	x	x	2	x	6
O=C(C1CCCCC1)N1CC(=O)N2CCc3ccccc3C2C1 (centres undefined)	x	x	0	x	1
CCOC(=O)C1=C(O)/C(=C/c2cc(OC)c(OC)c(OC)c2)SC1=Nc1ccc(OC)cc1	32	13	x	x	x
CNC(=O)N(O)C1N(NC(=O)Nc2ccccc2)C(=S)SC1(C)C (centres undefined)	-5	-17	x	x	x
CN(C)c1ccc(C(=O)OCC(=O)c2cccs2)cc1	x	x	x	1.2	4
Cn1cnc(S(=O)(=O)NCc2ccccc2)c1	x	x	x	1.2	5
CCOc1ccc(C(CC(=O)O)NC(=O)c2cccs2)cc1 (centres undefined)	x	x	x	1.1	-3
CCNC(=O)c1ccccc1NC(=O)c1cccc(S(=O)(=O)N2CCOCC2)c1	x	x	x	1.1	2
O=C(NS(=O)(=O)c1ccccc1Cl)c1ccc[nH]1	x	x	x	1	10
Cc1cccc2nc(CSc3nc4[nH]ncc4c(=O)n3-c3ccccc3Cl)cc(=O)n12	x	x	x	1.1	5
CCOC(=O)CCc1nn(C)c(=O)c2ccccc12	x	x	x	1.1	7
Cc1cccc(NS(=O)(=O)c2cnc[nH]2)c1	x	x	x	1.2	1
Cc1ccc(C)c(N2CCN(C(=O)C3CCN(S(=O)(=O)c4c(C)noc4C)CC3)CC2)c1	x	x	x	1.2	9
COCCNC(=O)CN(C)S(=O)(=O)c1ccc(Br)cc1	x	x	x	1.2	8
O=c1cc(NCc2ccccc2)nc2n1CCCS2	x	x	x	1.1	11
O=S(=O)(c1ccc(Br)cc1)N1CCCN(Cc2cccc(F)c2)CC1	x	x	x	1.3	5
CCN1C(=O)C(C(=O)NC(C)c2ccccc2)C2CC1(C)Oc1ccccc12 (centres undefined)	x	x	x	1.1	9
CCCCN(CC)C(=O)Cn1cnc2ccc(S(=O)(=O)N3CCC(C)CC3)cc2c1=O	x	x	x	1.3	1
Cn1cc(C(=O)NCc2ccc(F)cc2)c(=O)c2cc(S(=O)(=O)N3CCCCC3)ccc21	x	x	x	1.1	2
CN1C(=O)c2ccccc2C(C(=O)O)C1c1cccc(Cl)c1 (centres undefined)	x	x	x	1.2	-1
COc1ccc(NC(=O)CCNS(=O)(=O)c2cccc3nsnc23)cc1OC	x	x	x	1.3	-4
Cc1ccccc1OCC(O)Cn1c(N2CCN(c3ccccc3)CC2)nc2c1c(=O)[nH]c(=O)n2C (centres undefined)	x	x	1	1	6
COc1ccc(-c2cc3nc4c(c(N5CCC6(CC5)OCCO6)n3n2)CCCC4)cc1	x	x	4	1.8	8
CCc1cc2c(=O)c(-c3cscn3)coc2cc1OC	x	x	1	1.5	5
COc1cccc(C2c3c(oc4ccccc4c3=O)C(=O)N2CCCN2CCOCC2)c1OC (centres undefined)	x	x	-9	1.3	2
Cc1ccc(C)c2[nH]c(=O)c(CCNC(=O)C(C)C)cc12	x	x	8	1	7
Cc1cccc2cc(CN(Cc3ccco3)C(=O)N3CCCC3)c(=O)[nH]c12	x	x	5	1.2	2
N[C@@H](Cc1ccc(O)c(I)c1)C(=O)O	x	x	9	1.1	11
Cc1cc(NC(=O)c2noc3c2CCc2ccccc2-3)no1	x	x	1	1	0
CCCOc1ccc(/C(O)=C2/C(=O)C(=O)N(CCN3CCOCC3)C2c2ccccc2)cc1 (centres undefined)	x	x	-3	1.1	9
COc1ccc(Br)cc1C1NC(=O)c2c(sc3c2CCN(C)C3)N1 (centres undefined)	x	x	1	1.1	3
Cc1c(C)c2ccc(OC3CCCCC3=O)cc2oc1=O (centres undefined)	x	x	5	1.2	8
CC1(C)SC2[C@H](NC(=O)C(NC(=O)N3CCNC3=O)c3ccccc3)C(=O)N2C1C(=O)O (some centres undefined)	x	x	23	1.2	10
CC1CC(C)CN(CCCNC(=O)c2cn(C)c3ccc(S(=O)(=O)N4CCCC4)cc3c2=O)C1 (centres undefined)	x	x	7	0.9	5
CCN(CC)CCNc1nc2c(c(=O)[nH]c(=O)n2C)n1CCOc1ccccc1	x	x	-3	1	-2
CCOC(=O)C1CCCN(c2nc3ccccc3nc2C(C#N)C(=O)OC(C)C)C1 (centres undefined)	x	x	-10	1.2	0
Cc1cccn2c(=O)c(C=Nc3c(C)n(C)n(-c4ccccc4)c3=O)c(N3CCCC3)nc12	x	x	-2	1.2	10
CCOc1cc(NC(=O)C2CC2)c(OCC)cc1NC(=O)c1cccnc1	x	x	0	1.7	-2
CCCC(C(=O)O)N1C(=O)/C(=C2\C(=O)N(C)c3ccccc32)SC1=S (centres undefined)	x	x	-3	1.1	3
O=C(CCc1nc2ccccc2[nH]1)N1CCc2ccccc2C1	x	x	12	1.1	3
CCOc1ccc(Nc2cc(C)nc3nc(C)nn23)cc1	x	x	-23	1.1	6
CCOC(=O)C1CCN(C(=O)c2ccc(Cl)c(NC3=NC4CS(=O)(=O)CC4S3)c2)CC1 (centres undefined)	x	x	4	1	-2
Cc1oc(-c2cccc(Cl)c2)nc1CN1CCCC(C(=O)NC(C)c2ccc3c(c2)OCCO3)C1 (centres undefined)	x	x	-13	1	19

Ordered by heavy-atom count (low to high): some entries from above.
SMILES	IL1B cytotox	LYP inh 2	Smad3 FoxH1 inh	MT1-MMP txn act	Candida biofilm
CCOCC(=O)NCc1ccc2c(c1)cc(C)n2C	x	x	2	x	6
CN(C)c1ccc(C(=O)OCC(=O)c2cccs2)cc1	x	x	x	1.2	4
Cc1c(C)c2ccc(OC3CCCCC3=O)cc2oc1=O (centres undefined)	x	x	5	1.2	8
CCCCN(CC)C(=O)Cn1cnc2ccc(S(=O)(=O)N3CCC(C)CC3)cc2c1=O	x	x	x	1.3	1
Cc1cccn2c(=O)c(C=Nc3c(C)n(C)n(-c4ccccc4)c3=O)c(N3CCCC3)nc12	x	x	-2	1.2	10
Cc1oc(-c2cccc(Cl)c2)nc1CN1CCCC(C(=O)NC(C)c2ccc3c(c2)OCCO3)C1 (centres undefined)	x	x	-13	1	19

More structures follow:
SMILES	IL1B cytotox	LYP inh 2	Smad3 FoxH1 inh	MT1-MMP txn act	Candida biofilm
Nc1cc(OC(=O)c2ccccc2Br)nn1S(=O)(=O)c1ccccc1	x	x	29[fluorescence artefact?]	1	2
CC(C)(C)C(=O)/C(C#N)=c1\s/c(=C\c2ccncc2)c(=O)n1CCCN1CCOCC1	x	x	-9	1.2	-9
CCN1CCN(c2ncnc3c2oc2nc(C(C)C)c4c(c23)CCC4)CC1	x	x	6	1	1
CCc1nc(N2CCN(c3nc(C)cc(C)n3)CC2)c2oc3ccccc3c2n1	x	x	8	1.1	1
O=C(CSc1ccc2nnc(-c3ccc(F)cc3)n2n1)N1CCCCC1	x	x	7	1	8
Cc1nc(C)c(C)nc1C	x	x	-7	1.1	12
Cc1cc(C(=O)O)c(CSc2ncn[nH]2)o1	x	x	2	1	12
CCCCC(CC)CNC(=O)CCS(=O)(=O)c1cccc2nonc12 (centres undefined)	x	x	8	1.3	11
Cc1nnc(SCc2ccccc2)n1N	x	x	-12	1	-2
O=C(CCCn1c(=O)[nH]c2ccccc2c1=O)N1CCN(c2ccccn2)CC1	x	x	7	1.2	13
O=C(NCCN1CCOCC1)c1ccc2c(c1)ncn2C1CCCC1	x	x	-1	1.2	4
COC(=O)C1=C(N)Oc2cc(C)oc(=O)c2C1c1ccncc1 (centres undefined)	x	x	-8	1.1	8
Cc1cc(Nc2ccccc2F)n2nc(C)nc2n1	x	x	3	1.1	11

Three compounds drawn at random from those above:
SMILES	IL1B cytotox	LYP inh 2	Smad3 FoxH1 inh	MT1-MMP txn act	Candida biofilm
Cc1nc(C)c(C)nc1C	x	x	-7	1.1	12
CCCC(C(=O)O)N1C(=O)/C(=C2\C(=O)N(C)c3ccccc32)SC1=S (centres undefined)	x	x	-3	1.1	3
Cn1cc(C(=O)NCc2ccc(F)cc2)c(=O)c2cc(S(=O)(=O)N3CCCCC3)ccc21	x	x	x	1.1	2

Bioassay records as filed in PubChem BioAssay.

Some of the compounds tested, so the mix of outcomes need not match the whole.
